Compound activity (PubChem BioAssay)
hIAP activ = human IAP activation; P09923; purified human IAP, CDP-Star luminescence, 30 min; active compounds read high; 1 = vehicle-only enzyme, 0 = enzyme-free background; activation factor at 10 µM; actives 0.16% (n = 330,000);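 active = activation factor of the enzyme at least 2-fold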; note: the source names both 10 and 20 µM as test concentration; values of inactives mirror those of a sister screen read the other way
Target sequence (P09923 whole entry, looked up): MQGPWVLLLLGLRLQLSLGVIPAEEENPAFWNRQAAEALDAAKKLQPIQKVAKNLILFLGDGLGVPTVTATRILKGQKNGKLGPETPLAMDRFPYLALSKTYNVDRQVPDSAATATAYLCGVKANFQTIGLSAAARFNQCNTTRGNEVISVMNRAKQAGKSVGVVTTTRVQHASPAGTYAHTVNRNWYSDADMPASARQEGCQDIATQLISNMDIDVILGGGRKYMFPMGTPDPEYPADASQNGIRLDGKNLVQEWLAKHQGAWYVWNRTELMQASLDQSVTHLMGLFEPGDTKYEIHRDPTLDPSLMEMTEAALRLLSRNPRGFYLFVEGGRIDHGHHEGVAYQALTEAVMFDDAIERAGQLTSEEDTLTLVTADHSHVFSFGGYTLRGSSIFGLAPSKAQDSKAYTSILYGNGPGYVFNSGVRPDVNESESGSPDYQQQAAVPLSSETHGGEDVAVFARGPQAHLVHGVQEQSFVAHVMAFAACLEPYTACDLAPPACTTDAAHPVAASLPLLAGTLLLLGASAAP
MPTP inh = permeability transition pore inhibition. isolated mouse mitochondria, Ca2+ swelling absorbance, 30 min. inhibition, % at 10 µM. actives 1.4% (n = 360,000). AID 602449;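 active = inhibition of 50% or more, scaled per plate between neutral and stimulator controls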;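 note: 0% = DMSO wells given calcium and 100% = 1 mM EGTA wells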
A3A deaminase = human APOBEC3A DNA deaminase inhibition | AID 493011 | actives 0.41% (n = 330,000) | recombinant A3A, FAM/TAMRA ssDNA deamination fluorescence | inhibition, % at 20 µM | P31941;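 active = at least 40% inhibition at 20 µM here, with at most 30% in a related deaminase screen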;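 note: plate controls were A3A with DMSO for no effect and wells lacking A3A enzyme for full effect; some results filed as inactive read as strong as hits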
Target sequence (P31941 whole entry, looked up): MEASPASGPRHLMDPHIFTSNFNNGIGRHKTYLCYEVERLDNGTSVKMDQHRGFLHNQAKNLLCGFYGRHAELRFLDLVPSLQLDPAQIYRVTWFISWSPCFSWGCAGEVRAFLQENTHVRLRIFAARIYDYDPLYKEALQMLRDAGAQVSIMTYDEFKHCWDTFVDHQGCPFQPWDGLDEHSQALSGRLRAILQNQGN
ATG4B inhibitor = blocks human ATG4B protease cleavage of LC3 substrate | Q9Y4P1 | ATG4B cleavage of LC3-PLA2, NBD-HPC fluorescence, 1 h | inhibition, % at 8.33 µM | actives 0.51% (n = 340,000); in the data active = inhibition above about 40%
A3G deaminase = inhibitors of human APOBEC3G DNA deaminase | Q9HC16 | recombinant A3G, ssDNA deamination FAM/TAMRA fluorescence | inhibition, % at 20 µM | actives 0.28% (n = 330,000) | AID 493012;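 active = inhibition of at least 40% at 20 µM, with no more than 30% in the related APOBEC3A deaminase screen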;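 note: plate controls were DMSO wells with A3G for no effect and wells lacking A3G enzyme for full effect; some compounds called inactive have numbers as strong as hits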
MIN6 prolif = induces beta-cell replication in MIN6 cells; MIN6 cells proliferation, ATPlite luminescence, 48 h; cells starved in 0.2% serum; 100% = growth in 10% serum; proliferation, % at 10 µM; actives 0.29% (n = 330,000); AID 2380;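 active = compounds whose signal lies at least 3.5 SD above the mean of all wells on their plate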;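 note: 0% = DMSO-treated cells in low-serum medium and 100% = 10% serum control; some compounds called inactive have numbers as strong as hits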
mIAP block = mouse IAP inhibition; actives 0.2% (n = 330,000); AID 2806; inhibition, % at 10 µM; purified mouse IAP, CDP-Star luminescence, 30 min;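 active = inhibition of at least 40% at 10 µM in the primary screen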;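 note: plate controls were DMSO with enzyme for no effect and no enzyme wells for full effect; values of inactives mirror those of a sister screen read the other way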
mIAP act = mouse IAP activation; activation factor at 10 µM; actives 0.24% (n = 330,000); muIAP, CDP-Star luminescence, 30 min; active compounds read high; 1 = vehicle-only enzyme signal, 0 = enzyme-free wells;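 active = activation factor of at least 2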; note: the source names both 10 and 20 µM as test concentration; values of inactives mirror those of a sister screen read the other way
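Assay system: mouse IAP enzyme; Reagent: CDP-Star chemiluminescent phosphatase substrate; Compound: DMSO-dissolved test compounds; Incubation: 30 min, room temperature; Technique: luminescence from enzymatic CDP-Star hydrolysis; Controls: DMSO-only wells and no-enzyme negative control.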
hIAP inh = human IAP inhibition; P09923; purified IAP, CDP-Star luminescence, 30 min; inhibition, % at 10 µM; actives 0.12% (n = 330,000); AID 2544;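 active = inhibition reaching a set limit with compound at 10 µM in the primary screen, cut at about 35% in these data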;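 note: plate controls were DMSO wells with enzyme for no effect and no-enzyme buffer wells for full effect; values of inactives mirror those of a sister screen read the other way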
Active calls of the source: *; . = not tested or not shown.

SMILES	hIAP activ	MPTP inh	A3A deaminase	ATG4B inhibitor	A3G deaminase	MIN6 prolif	mIAP block	mIAP act	hIAP inh
CCN(CC)C(=O)Cn1cc(C(=O)C(=O)NCCCN2CCOCC2)c2ccccc21	1.2	-1.1	-3	-9	-9	-5	-2	1	-20
CCN(CC)Cc1c(C(=O)N/N=C/c2cccnc2)nnn1-c1nonc1N	1	-0.3	-6	-1	-7	-4	0	1	-5
CCn1cc([N+](=O)[O-])c(C(=O)Nc2ccn(C34CC5CC(CC(C5)C3)C4)n2)n1	0.97	3.3	-4	-7	-7	0	16	0.84	3
COC(=O)c1sc(NC(=O)c2cnccn2)c(C(=O)OC)c1C	1.1	.	-1	3	-1	-1	7	0.93	-14
O=C(Nc1ccccc1)Nc1cccc(Cl)c1	1.1	96*	1	6	1	-3	-176	2.8*	-13
CCSc1nc2c(c(=O)n1Cc1ccccc1)SC(C)C2 (centres undefined)	1.1	2.5	-4	6	-7	-1	-7	1.1	-9
CC(OC(=O)Cn1cnc2c1c(=O)n(C)c(=O)n2C)C(=O)Nc1ccc(Cl)cc1 (centres undefined)	0.97	0.8	1	-12	-7	-3	-2	1	3
CCOC(=O)c1c(NS(=O)(=O)Cc2ccccc2)sc2c1CCCC2	1	8.2	-3	28	-7	0	15	0.85	-3
Cc1cccc(CNCc2ccccc2)c1	0.99	0.9	-1	-1	-7	0	8	0.92	1
Cn1ncc2c(Nc3ccccc3Cl)nc(Nc3ccccc3Cl)nc21	1	2.4	0	4	-5	-5	-15	1.2	-3
CSc1cccc(NC(=O)CCCn2c(=O)c3cccn3c3cccnc32)c1	1	0.5	-3	-19	5	10	2	0.97	-4
CC(C)[C@H](NS(=O)(=O)c1ccccc1)C(=O)OCC(=O)N1N=C(c2ccc(Cl)cc2)CC1c1ccco1 (some centres undefined)	0.95	1.1	5	34	-1	0	6	0.94	4
Cc1ccc([C@@H]2CC=C(C(=O)O)[C@H](c3ccccc3F)N2S(=O)(=O)c2ccc(C)cc2)cc1	1.1	-1.5	1	-5	-5	-2	2	0.98	-6
COc1cccc(NC(=O)CN(C)C(=O)c2ccc(NC(=O)CC3SC(N4CCCCC4)=NC3=O)cc2)c1 (centres undefined)	1.2	-1.9	-4	-4	-8	0	4	0.96	-19
CCN1CCN(CC(=O)Nc2ccc3c(c2)OCCO3)C(=O)C1=O	1.2	-0.5	-3	1	-7	0	-12	1.1	-17

Arranged by the number under mIAP block (largest number first): three from the list above
SMILES,mIAP block
Cc1cccc(CNCc2ccccc2)c1,8
Cc1ccc([C@@H]2CC=C(C(=O)O)[C@H](c3ccccc3F)N2S(=O)(=O)c2ccc(C)cc2)cc1,2
CCN(CC)Cc1c(C(=O)N/N=C/c2cccnc2)nnn1-c1nonc1N,0

New compounds follow.
SMILES	hIAP activ	MPTP inh	A3A deaminase	ATG4B inhibitor	A3G deaminase	MIN6 prolif	mIAP block	mIAP act	hIAP inh
O=C(O)Cc1c(-c2ccccc2Cl)c2cc(Br)ccc2[nH]c1=O	0.9	2.1	-4	-6	-5	3	2	0.98	10
CCN1C(=O)C2(Nc3ccccc3-c3nc4ccccc4n32)c2cc(OC)ccc21 (centres undefined)	1	0.6	3	14	1	1	-6	1.1	-5
COc1ccccc1NC(=O)CSCC(N)=O	1.1	-2.0	-2	-14	-3	-1	12	0.88	-7
COc1ccc(C=O)cc1Oc1nc(Cl)ncc1F	0.97	-1.1	1	-3	-4	2	-7	1.1	3
Cc1nnc(SCC(=O)NC(=O)Nc2ccc3c(c2)OCCO3)s1	1.1	-1.5	-4	8	-7	-4	-6	1.1	-5
COc1ccc(NC(=O)c2c(NC(=O)CCC(=O)O)sc(-c3ccccc3)c2C)cc1	1	1.5	-1	2	35	-2	10	0.9	-1
O=S(=O)(NCc1ccco1)c1cccc(S(=O)(=O)N2CCCCC2)c1	0.97	5.2	3	-15	2	0	0	1	3
CCCCCCNC(=O)c1ccc(Br)o1	1.1	-0.7	-2	16	-7	0	-7	1.1	-6
CCOc1ccc(CNS(=O)(=O)c2cccs2)cc1OCC	1.1	0.0	-5	-2	-5	-3	2	0.98	-14
CC(C)(C)c1ccc(OCC(=O)NNC(=O)CCc2ccccc2)cc1	1.5	1.3	1	10	-4	-3	2	0.97	-48
CC(=O)Nc1ccc(Nc2nnc(-c3ccc(C)c(S(=O)(=O)NCC4CCCO4)c3)c3ccccc23)cc1 (centres undefined)	0.98	0.1	2	2	-3	0	6	0.94	2
CCCCc1nnc(NC(=O)CN2C(=O)C3CCCCC3C2=O)s1 (centres undefined)	0.88	-1.0	-3	0	-11	7	3	0.97	12
O=C(c1ccc([N+](=O)[O-])cc1)N1CCN=C1SCc1ccccc1	0.94	-1.1	1	-9	-14	5	4	0.96	6
COc1cc(N=CC2=C(O)c3ccccc3C2=O)cc(OC)c1	1.2	-0.8	1	-4	0	-1	0	1	-15
CCOc1cccc(-c2c(C(=O)N/N=C/c3ccsc3)nnn2-c2nonc2N)c1	1.2	-0.8	-5	7	-4	1	2	0.98	-18

Quoted from the listing:
MPTP inh, CCN1C(=O)C2(Nc3ccccc3-c3nc4ccccc4n32)c2cc(OC)ccc21 (centres undefined) → 0.6
hIAP inh, COc1ccccc1NC(=O)CSCC(N)=O → -7

Entries listed so far that bear a hit mark in MPTP inh:
Structure	hIAP activ	MPTP inh	A3A deaminase	ATG4B inhibitor	A3G deaminase	mIAP block	mIAP act	hIAP inh
O=C(Nc1ccccc1)Nc1cccc(Cl)c1	1.1	96*	1	6	1	-176	2.8*	-13

Following part
SMILES	hIAP activ	MPTP inh	A3A deaminase	ATG4B inhibitor	A3G deaminase	MIN6 prolif	mIAP block	mIAP act	hIAP inh
Cc1cccc(-c2nc(C#N)c(NCc3ccco3)o2)c1	0.79	3.4	-1	1	3	0	-4	1	22
CCOC(=O)N1CCN(C(=O)CCCCCn2c(=S)[nH]c3cc4c(cc3c2=O)OCO4)CC1	1.2	1.2	2	1	-12	2	-2	1	-20
O=C(COC(=O)c1ccccc1C(=O)c1ccc(Cl)cc1)NCC1CCCO1 (centres undefined)	1.2	-0.7	-5	-3	2	-1	-20	1.2	-18
CN(CC(=O)Nc1ccccc1Br)CC(=O)NC(c1ccccc1)c1ccccc1	1.1	0.4	3	-9	-1	-4	-7	1.1	-10
CCOC(=O)C1=NOC2COC3(CCN(c4ncccn4)CC3)OCC12 (centres undefined)	1.1	-0.2	-3	-1	-8	0	6	0.94	-9
O=C(COC(=O)/C=C/c1ccc2c(c1)OCO2)NC1CCS(=O)(=O)C1 (centres undefined)	0.9	3.6	-1	-5	-3	-4	-3	1	10
Cc1cccc(NCc2nc(-c3ccccc3)no2)c1	0.96	2.5	-4	-1	-13	-2	-5	1.1	4
CCOC(=O)C1=C(C)NC(=O)NC1C1CC=CCC1 (centres undefined)	1.1	-0.4	-2	-8	-3	-2	13	0.87	-6
CC(CCc1ccccc1)NCc1ccc(Cl)cc1Cl (centres undefined)	1.1	3.5	-7	6	-2	-3	-14	1.1	-13
O=C(CN1CCc2ccccc2C1)Nc1cc(S(=O)(=O)N2CCOCC2)ccc1N1CCCC1	0.99	0.0	1	-20	3	0	9	0.91	1
Cc1ccc(OCC(=O)NCc2ccco2)c([N+](=O)[O-])n1	1.1	1.6	-3	-6	4	-2	-2	1	-13
Cn1cccc1Cc1nnc(SCC(=O)Nc2ccc(Cl)cc2)n1-c1ccc(F)cc1	0.87	0.6	3	0	-2	-3	-3	1	13
COc1cc(/C=C/C(=O)OCC(=O)N2CC3(C)CC2CC(C)(C)C3)ccc1O (centres undefined)	0.93	0.5	-5	19	-8	0	-1	1	7
COc1ccccc1N1CCN(C(=O)c2ccccc2SCC(=O)N2CCCC2)CC1	0.9	-0.8	-3	3	2	-3	-1	1	10
Fc1cccc(CCN2C(=S)NC[C@@H]2Cc2ccccc2)c1	0.95	0.9	-3	0	-7	2	0	1	5
CC(OC(=O)c1ccc([N+](=O)[O-])o1)C(=O)Nc1nc(-c2ccc(F)c(F)c2)cs1 (centres undefined)	1.1	-0.9	0	-16	-7	-5	4	0.96	-13
COc1ccc(Cl)cc1NC(=O)CN(C)C(=O)Cn1[nH]c(=O)c2ccccc2c1=O	0.95	0.8	9	4	1	-1	1	0.99	5
CCCCNS(=O)(=O)c1ccc(S(=O)(=O)N2CCC3(CC2)OCCO3)cc1	1.1	5.2	2	-7	1	0	5	0.95	-14
CCOC(=O)C1=C(N)n2c(s/c(=C\c3ccncc3)c2=O)=C(C(=O)OCC)C1c1ccncc1 (centres undefined)	0.92	0.2	0	-3	-4	-4	3	0.97	8
O=C(Nc1ccccc1C(=O)O)c1ccccc1	0.95	-1.7	5	-3	-2	-4	-4	1	5
O=C(NC1CCN(C(=O)Nc2cccc(Cl)c2)CC1)c1ccccc1	0.96	-0.4	-3	-4	-9	2	-1	1	4
CCOC(=O)C1CCCCN1Cc1ccc(OC)c(OC)c1OC (centres undefined)	0.79	2.1	-2	-5	-3	4	10	0.9	21
Cn1c(=O)c2c(SCc3cccnc3)nc(C3CC3)nc2n(C)c1=O	1	0.0	3	-12	-2	-1	-1	1	-2
COc1ccc(OC)c(-c2csc(N(CC3CCCO3)C(=O)C3CCCCC3)n2)c1 (centres undefined)	0.9	1.0	1	-1	-7	-4	12	0.88	10
N#Cc1cccc(NC(=O)CC2CCCC2)c1	1.1	0.8	1	-7	9	-1	-4	1	-8
CCC1CCC(N2CCN(c3cccc(OC)c3)CC2)CC1 (centres undefined)	1.1	0.8	-4	-8	-4	-1	-7	1.1	-13
Cc1ccc(N2CN(Cc3ccco3)CNC2=S)cc1	1.1	0.2	-5	-16	-11	0	4	0.96	-12
CCCn1c(SCC(=O)c2cc(C)ccc2C)n[nH]c1=O	1.1	-9.1	-4	-1	-4	-5	4	0.96	-13
CN1CCN(CCc2nc3cc(NC(=O)c4ccco4)ccc3n2C)CC1	1	1.0	-3	-10	-5	2	3	0.97	-3
Cc1onc(-c2ccccc2)c1C(=O)OCc1nnc(-c2ccc([N+](=O)[O-])cc2)o1	0.84	0.5	-2	-9	-4	-3	9	0.91	16
CCC(C(=O)O/N=C(\N)c1ccccc1)c1ccccc1 (centres undefined)	1.1	0.1	-3	-5	-1	0	13	0.87	-8
CCc1cc2c(NCC3CCCO3)nc(C)nc2s1 (centres undefined)	0.93	1.5	0	14	-7	1	-8	1.1	7
CCn1c2ccccc2c2cc(NC(=O)CSc3nnc(-c4cccc(C)c4)o3)ccc21	0.88	4.6	-1	-1	-6	-6	-3	1	12
O=C(CN1CCCCCC1)N/N=C/c1cccc(Cl)c1Cl	1.1	-1.8	-1	28	1	1	-3	1	-7
CCOc1ccccc1C(=O)N[C@H](C(=O)Nc1ccc(OC)c(S(=O)(=O)N2CCOCC2)c1)C(C)C	0.92	1.4	1	-8	-1	-1	-15	1.2	8
Cc1cc(C(=O)Nc2c(F)c(F)c(F)c(F)c2F)n(-c2ccccc2)n1	1	5.2	3	-3	-8	-3	5	0.95	-1
CCCCc1nc(C(N)=O)c2[nH]c(=O)n(-c3ccccc3F)c2n1	1.6	-2.1	-3	-3	-3	1	0	1	-58
Cc1ccccc1CSCC(Nc1ccc(C(=O)O)cc1[N+](=O)[O-])C(=O)O (centres undefined)	1.3	-1.1	-4	-3	-7	-2	-14	1.1	-32
Cc1ccc(O)c(CNc2cccc(C)n2)c1	1.1	0.1	-5	-4	-8	-1	3	0.97	-6
CC(C)(C)NC(=O)CN(C(=O)CS(=O)CC(=O)Nc1ccc(F)cc1)c1ccc2c(c1)OCCO2 (centres undefined)	0.83	-0.2	-1	-12	-6	-1	1	0.99	17

Compounds were not picked by outcome; 3.3% or so of the library scored in one or more.
